# H9c2 TAG inh: inhibitors of triacylglycerol accumulation, primary screen, cell-based, uHTS, fluorescence, H9c2. 0.66% of 230,000 active. H9c2 cells, Nile Red lipid (TAG) fluorescence; cells loaded with 200 µM oleic acid. inhibition, % at 12.5 µM;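 active = pattern-corrected inhibition of lipid staining of at least 50% with the nuclear-stain viability signal not falling by more than 50%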;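 also: 0% = DMSO wells and 100% = triacsin C control wells; some results filed as inactive read as strong as hits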
# H9c2 TAG inh DAPI viability: further read-out of H9c2 TAG inh, marked with its call; DAPI nuclei signal change (viability), lower = more cytotoxic, %;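 whole-well DAPI fluorescence read on a plate reader as a viability signal; minus 50 percent equals half of cells still viable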
# Starred values were filed as active, the others as inactive. These rows are one share of the data. The share of hits here may be higher or lower than overall.
SMILES,H9c2 TAG inh,H9c2 TAG inh DAPI viability
O=C(NCc1ccccc1C(F)(F)F)C1CC(c2cc(C(F)(F)F)cc(C(F)(F)F)c2)=NO1 (configuration not stated),-9,2
COCCSc1nnc(NC(=O)Cc2ccc(OC)cc2)s1,13,-9
COC(C(=O)NNS(=O)(=O)c1ccccc1[N+](=O)[O-])c1ccccc1 (configuration not stated),-22,0
O=C(CSc1nnc(NC(=O)c2ccco2)s1)Nc1ccccc1,12,-4
CC(=O)NC1=NN(C(C)=O)C(C)(CC(=O)OC(C)(C)C)S1 (configuration not stated),1,-11
O=C(CCC(=O)OCC(=O)c1ccc(Br)cc1)Nc1cccc2cccnc12,-9,-7
COC(=O)c1ccc(N2CCN(CCNC(=O)Nc3ccc(OC)cc3)CC2)cc1,2,11
COCCOC(=O)c1c(NC(=O)CNCc2ccco2)sc(C(N)=O)c1C,14,-12
CC(=O)c1ccc(OCC(O)CN2CCOCC2)cc1 (configuration not stated),-2,-5
COc1c(Cl)cc(-c2noc(C)c2C(=O)NC(C)C)cc1Cl,10,-5
CCOC(=O)CC1C(=O)NCCN1C(=O)Nc1ccccc1 (configuration not stated),3,-9
COc1ccc(N(CC(=O)Nc2cccc(N(C)S(C)(=O)=O)c2)S(=O)(=O)c2ccc(C)cc2)cc1,-7,5
CCCCNC(=S)NCCN1CCCCC1,6,6
CC1Sc2ccc(C#N)cc2N(Cc2cccc(C(F)(F)F)c2)C1=O (configuration not stated),0,4
Cc1ccc(-c2ccc(CN3C(C)C(=O)N(Cc4cn(CCC5OCCO5)nn4)CCS3(=O)=O)cc2)cc1 (configuration not stated),5,-2
COc1ccc(N2C(=O)CC(c3ccccc3)CC2=O)cc1,17,-8
CC1(C)C(O)=C(c2nc3ccccc3[nH]2)C(=N)N1c1ccccc1,0,-12
CCOC(=O)NC1(C(F)(F)F)C(=O)NC(C)=C1C#N (configuration not stated),2,-6
Cc1cc(C)n(CC(=O)NNC(=O)COc2ccc(Br)cc2F)n1,6,-12
COCCN(C(=O)c1cc(-c2ccccc2Cl)nc2ccccc12)c1c(N)n(CC(C)C)c(=O)[nH]c1=O,4,-10
CC(NS(=O)(=O)c1cn(C)c(=O)n(C)c1=O)c1ccccc1 (configuration not stated),-2,59
CCCN1CCN(C(=O)C2CCN(S(=O)(=O)c3ccc4c(c3)oc(=O)n4C)CC2)CC1,-6,3
O=C1NCCN(CC2CCN(CCc3ccccc3)CC2)C1=O,6,-3
CCS(=O)(=O)N1Cc2ccccc2CC1C(=O)Nc1cc(S(C)(=O)=O)ccc1Cl (configuration not stated),-10,5
CC(=O)NCCc1nc2ccccc2n1Cc1ccc(Cl)cc1,10,-4
O=C(Nc1ccccc1)C1CC(=O)n2c(nc3ccccc32)N1 (configuration not stated),-4,4
CN(C)c1cccc(C(=O)N/N=C/c2ccccc2F)c1,-4,-4
COC(=O)CSc1nnc2c3c4c(sc3nc(-n3nc(C)cc3C)n12)COC(C)(C)C4,-4,9
O=c1oc(C2(O)CCCCC2)cc2ccc(/C=C/c3ccc(F)cc3)cc12,9,31
CCOCCCNC(=O)C(c1ccc(Cl)cc1)N1CCN(C(=O)c2ccco2)CC1 (configuration not stated),-5,-10
CC1CCN(c2c([N+](=O)[O-])nn(-c3ccc4c(c3)OCCO4)[n+]2[O-])CC1,1,-15
COc1cccc(C(=O)N(C)Cc2c(C)nn(C3CCS(=O)(=O)C3)c2C)c1 (configuration not stated),7,-7
CCCCCCN1Cc2ccccc2C1,-1,-5
Cc1nc(N2CCN(S(=O)(=O)c3ccc(Br)cc3)CC2)c2c(C)c(C)sc2n1,5,-10
CCCN(CCC)C(=O)Cn1c(=O)n(CCCC(=O)NCc2ccco2)c(=O)c2sccc21,4,-12
Cc1cc(OCC(=O)NCCO)ccc1Cl,0,5
O=C1N=c2ccccc2=C1c1sc(=S)n(NC(=O)c2cccc(O)c2)c1O,0,15
Cc1cccc(S(=O)(=O)Nc2nc3ccccc3nc2NCc2ccc3c(c2)OCO3)c1,7,2
CC(=O)c1c(C)[nH]c(C(=O)NCc2ccccn2)c1C,4,1
Cc1ccc(CNC(=O)c2coc(=O)c3ccccc23)o1,9,1
CCN(C(=O)COC(=O)c1ccc(=O)n(Cc2ccccc2)n1)C1CCCCC1,-36,-2
Cc1ccc(N(Cc2cc3ccc(C)cc3[nH]c2=O)C(=O)c2ccco2)cc1,-8,2
O=C(c1cccs1)N1CCCC(c2nc3c(nnn3Cc3ccccc3)c(=O)[nH]2)C1 (configuration not stated),2,1
COc1ccc(CN2C(=O)c3ccccc3C(/C=N\OCc3ccc(C)cc3)C2=O)cc1 (configuration not stated),8,1
O=c1[nH]c2ccccc2c2nc3ccccn3c12,-3,8
c1cc2c(cc1-c1[nH]ncc1CN1C[C@H]3CC[C@H]1C3)OCO2,-4,0
COc1cc(/C=N/n2cnnc2)ccc1OC(=O)c1cccnc1,8,-15
CC(C)NC(=O)CSc1nc2ccccc2n1CC(=O)N(C(C)C)C(C)C,-7,-3
Cn1cccc1CNC(=S)Nc1ccccc1F,-1,-6
COc1ccc(Nc2nc(C)cc(C)c2C#N)c(OC)c1,8,1

# (continued)
SMILES,H9c2 TAG inh,H9c2 TAG inh DAPI viability
CCN(Cc1nc2ccccc2c(=O)[nH]1)C(=O)COc1ccccc1-c1ccccc1,10,-11
OC(CNCc1ccc(-c2ccccc2)cc1)c1ccccc1 (configuration not stated),-1,7
COc1cccc(OC)c1C(=O)Nc1ccc(C(=O)c2ccncc2)cc1,-1,-2
CCCCn1c(N)c(N(CCC(C)C)C(=O)COC(=O)Cc2ccc(Cl)cc2)c(=O)[nH]c1=O,-1,-6
Cc1csc(C(C)N(C)C(=O)CCc2nnc(CCc3ccccc3)o2)n1 (configuration not stated),5,-1
COc1cc(C(=O)NNC(=O)C2CSC3(C)CCC(=O)N23)cc(OC)c1OC (configuration not stated),-13,-6
CCC(C)NC(=O)CS(=O)Cc1nc(-c2ccccc2C)oc1C (configuration not stated),46,-38
N#CC(C#N)=NNc1ccc([N+](=O)[O-])cc1,14,-8
CN(CCC1CCCCO1)C(=O)CCc1nnc(CCc2ccccc2)o1 (configuration not stated),8,2
CC(C)[C@H](NC(=O)NCc1cccs1)C(=O)O,-1,2
CCCCN(C)C(=O)CCC(=O)Nc1ccc2nc(N3CCOCC3)cc(C)c2c1,18,2
O=C(NC1CCCCCCC1)C1=COCCO1,14,-3
C[C@]12C=C[C@H](O)CC1=CCC1C2CC[C@@]2(C)C1CCC21OCCO1 (some centres not stated),6,-4
Cn1c(N)c(C(=O)COC(=O)/C=C/c2cccc(F)c2)c(=O)n(C)c1=O,2,6
CCOC(=O)c1sc(NC(=O)C(CC)Sc2nc3ccccc3[nH]2)nc1C (configuration not stated),6,-1
CCOC(=O)/C=C1\CC(C(=O)OCC)Oc2ccccc21 (configuration not stated),3,-7
COc1cc(OC)cc(-c2cc3cc4c(cc3cn2)OCO4)c1,38,-17
c1coc(-c2nc(N=C3N=c4ccccc4=N3)[nH]c2-c2ccco2)c1,-6,-3
CCN(C(=O)c1cc(S(=O)(=O)N2CCOCC2)cn1C)c1cccc(C)c1,-12,-4
C=CCn1c(SCC(=O)c2ccc(OC)cc2)nnc1-c1cc2cccc(OC)c2o1,5,3
CC(C)Oc1ccc(S(=O)(=O)N2CCCCC2)cc1NC(=O)CN1CCCC1c1cccs1 (configuration not stated),-2,-13
CCCc1cc(=O)[nH]c(SCC(N)=O)n1,1,-1
CCc1ccc(NC(=O)C2C3C=CC(C4CC34)C2C(=O)O)cc1 (configuration not stated),17,4
CCN(CC)S(=O)(=O)c1cccc(C(=O)OCC(=O)N2CC(=O)Nc3ccccc32)c1,7,-13
Cc1cccc2cc(C#N)c(NCCNC(=O)NC3CCCCC3)nc12,-3,-2
COc1ccc(-n2nnnc2SCC(=O)Nc2nnc(C)s2)cc1,1,3
COC(=O)[C@@H](CC(C)C)N(Cc1ccccc1)S(=O)(=O)N(Cc1ccccc1)[C@@H](CC(C)C)C(=O)OC,62*,-42*
Cc1ccc(C(=O)COC(=O)CNS(=O)(=O)c2ccc(C)cc2)cc1,-2,6
COc1ccc(C2=Nn3c(nnc3-c3ccccc3Cl)SC2)cc1OC1CCCC1,-4,-10
Cc1cccc(CN2CCC(CNC(=O)CCNC(=O)Cn3ccc4ccccc4c3=O)CC2)c1,-4,1
S=c1[nH]nc(COc2ccc(Cl)cc2)n1-c1ccccc1,-2,0
Cc1cccc(C)c1Nc1c(-c2ccc(N3CCOCC3)cc2)nc2cnccn12,10,-7
COC(=O)[C@]1(C)N[C@H](CN(C)C(=O)Nc2ccc(OC)cc2)[C@@H]2C(=O)N(C)C(=O)[C@@H]21,-10,-4
CCCc1cc(-c2nc(N)ncc2-c2ccc3c(c2)OCCCO3)c(O)cc1OC,0,-3
COC(=O)c1c(NC(=O)C(C)(C)C)sc2c1C(C(=O)OC)CC2 (configuration not stated),-15,13
O=C(COC(=O)c1ccc(=O)[nH]c1)Nc1cccc(S(=O)(=O)N2CCOCC2)c1,5,-2
Cc1ccc(S(=O)(=O)N2CCC(=O)N(C(COCc3ccc(Cl)cc3)C(C)C)CC2)cc1 (configuration not stated),0,-2
CC(=O)c1cccc(NC(=O)C(C)OC(=O)CN2C(=O)NC(C)(C)C2=O)c1 (configuration not stated),4,-1
COc1ccc(-c2cc(C(F)(F)F)n3nc(C(=O)N4CCCCC4)cc3n2)cc1OC,-13,5
CC(C)(O)C#Cc1ccc(CN2CCN(C3CCCC3)C(CCO)C2)cc1 (configuration not stated),-3,2

# A different layout for part of the listing above:
# The line under a structure holds: H9c2 TAG inh | H9c2 TAG inh DAPI viability
C=CCn1c(SCC(=O)c2ccc(OC)cc2)nnc1-c1cc2cccc(OC)c2o1
    5 | 3
CC(C)Oc1ccc(S(=O)(=O)N2CCCCC2)cc1NC(=O)CN1CCCC1c1cccs1 (configuration not stated)
    -2 | -13
CCCc1cc(=O)[nH]c(SCC(N)=O)n1
    1 | -1

# 14 structures already listed, arranged by count of non-hydrogen atoms, rising.
SMILES,H9c2 TAG inh,H9c2 TAG inh DAPI viability
CCCc1cc(=O)[nH]c(SCC(N)=O)n1,1,-1
S=c1[nH]nc(COc2ccc(Cl)cc2)n1-c1ccccc1,-2,0
COC(=O)c1c(NC(=O)C(C)(C)C)sc2c1C(C(=O)OC)CC2 (configuration not stated),-15,13
COc1ccc(-n2nnnc2SCC(=O)Nc2nnc(C)s2)cc1,1,3
Cc1ccc(C(=O)COC(=O)CNS(=O)(=O)c2ccc(C)cc2)cc1,-2,6
Cc1cccc2cc(C#N)c(NCCNC(=O)NC3CCCCC3)nc12,-3,-2
CC(=O)c1cccc(NC(=O)C(C)OC(=O)CN2C(=O)NC(C)(C)C2=O)c1 (configuration not stated),4,-1
O=C(COC(=O)c1ccc(=O)[nH]c1)Nc1cccc(S(=O)(=O)N2CCOCC2)c1,5,-2
CCCc1cc(-c2nc(N)ncc2-c2ccc3c(c2)OCCCO3)c(O)cc1OC,0,-3
C=CCn1c(SCC(=O)c2ccc(OC)cc2)nnc1-c1cc2cccc(OC)c2o1,5,3
Cc1ccc(S(=O)(=O)N2CCC(=O)N(C(COCc3ccc(Cl)cc3)C(C)C)CC2)cc1 (configuration not stated),0,-2
CC(C)Oc1ccc(S(=O)(=O)N2CCCCC2)cc1NC(=O)CN1CCCC1c1cccs1 (configuration not stated),-2,-13
Cc1cccc(CN2CCC(CNC(=O)CCNC(=O)Cn3ccc4ccccc4c3=O)CC2)c1,-4,1
COC(=O)[C@@H](CC(C)C)N(Cc1ccccc1)S(=O)(=O)N(Cc1ccccc1)[C@@H](CC(C)C)C(=O)OC,62*,-42*

# Continued.
SMILES,H9c2 TAG inh,H9c2 TAG inh DAPI viability
CCOc1ccc(Cl)cc1-c1cc(C(=O)NCC2CCCCC2)[nH]n1,-10,2
CC[C@@H]1C/C=C\Cc2ccccc2[C@@H](C(=O)C[C@@H](O)CC(C)=O)OC1=O,4,-2
N#Cc1ccc(NC(=O)COC(=O)c2ccc(F)c(S(=O)(=O)N3CCOCC3)c2)cc1,11,-4
COc1ccc(N(CC(=O)N2CCOCC2)S(C)(=O)=O)cc1OC,8,-11
COc1ccc(OCCn2cncn2)cc1,1,3
Cc1ccc2nc(-c3ccc(NC(=O)CN(c4ccccc4C)S(C)(=O)=O)cc3)sc2c1,30,72
Nc1nnnn1/N=C\c1ccc(Cl)c([N+](=O)[O-])c1,-17,3
O=C(NCc1cnc2ccccn12)C1CCC(=O)N(Cc2ccccc2F)C1 (configuration not stated),8,6
CN1C[C@@H]2[C@@H]3C(=O)N(Cc4ccccc4)C(=O)[C@@H]3[C@](Cc3ccccc3)(C1=O)N2C(=O)c1ccc(Cl)c(Cl)c1,13,0
Cc1c(C(c2ccccc2)c2c(C)n(C)n(-c3ccccc3)c2=O)c(=O)n(-c2ccccc2)n1C,-5,3
O=C(/C=C/c1ccc(OC(F)F)cc1)OCC(=O)N1CCC(c2ccccc2)=N1,-37,-5
Cc1nc(NC(=O)c2ccc(Br)o2)sc1C,-1,-2
CC(C)NC(=O)c1noc2cc([N+](=O)[O-])ccc12,14,-15
CCCS(=O)(=O)N1CCC(C(=O)N2CCOCC2)CC1,1,-7
CCC(CC)c1nc2cc(OC)c(OC)cc2c(=O)o1,-18,5
CC1(C(=O)NS(=O)(=O)c2ccc(F)cc2F)CCN1C(=O)CCc1ccc(Cl)cc1Cl (configuration not stated),8,1
NC(=O)CCn1c(C(=O)c2cc(Cl)c(N)c(Cl)c2)c2ccccc2[n+]1[O-],3,-7
CN(Cc1ccccc1)C(=O)COC(=O)COc1ccc(Cl)cc1,-1,-7

# Compound activity (PubChem BioAssay)
